# Bioassay records as filed in PubChem BioAssay.
# PDI turbidity: blocks human protein disulfide isomerase activity | P07237 | PDI insulin aggregation turbidity, A650, 90 min | inhibition, % at 10 µM | 350,000 compounds, 0.052% hits | AID 588391;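 active = mean inhibition across replicates of 30% or more, whatever share of single replicates reach that level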;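 note: absorbance from insulin aggregation driven by PDI reduction with DTT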
# Target sequence (P07237 whole entry, looked up): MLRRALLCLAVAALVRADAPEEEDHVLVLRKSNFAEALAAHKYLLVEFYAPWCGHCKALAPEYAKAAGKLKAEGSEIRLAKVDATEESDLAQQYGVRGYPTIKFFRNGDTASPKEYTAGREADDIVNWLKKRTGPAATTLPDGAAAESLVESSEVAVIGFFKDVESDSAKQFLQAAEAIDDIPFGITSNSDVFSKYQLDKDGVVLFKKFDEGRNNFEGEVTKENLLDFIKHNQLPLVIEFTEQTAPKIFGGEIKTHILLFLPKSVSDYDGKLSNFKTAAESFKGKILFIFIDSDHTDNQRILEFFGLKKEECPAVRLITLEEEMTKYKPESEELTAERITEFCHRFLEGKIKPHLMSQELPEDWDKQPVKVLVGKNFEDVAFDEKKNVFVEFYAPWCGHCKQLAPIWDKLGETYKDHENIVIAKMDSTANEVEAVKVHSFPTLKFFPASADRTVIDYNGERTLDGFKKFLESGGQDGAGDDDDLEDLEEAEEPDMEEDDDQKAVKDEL
# iPSC survival up: increases survival of single human iPS cells; AID 602274; 360,000 compounds, 0.044% hits; survival enhancement, % at 20 µM; hiPSC single-cell survival, ATPlite luminescence; 100% = ROCK inhibitor wells, 0% = DMSO; in the data active = survival enhancement above about 18%;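 note: cells exposed to compounds for 16 hours before the ATP read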
# NR2E3 ag-1: activates human photoreceptor nuclear receptor NR2E3; GST-NR2E3/biotin-RetCOR TR-FRET, 1536-well; inhibition of corepressor binding, % at 4.78 µM; 320,000 compounds, 0.12% hits; AID 2300;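 active = percent inhibition above the cutoff of mean plus 3 SD of all tested compounds, set per screening campaign, cut at about 20% in these data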;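 note: 0% = DMSO wells and 100% = biotin wells as full block of FRET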
# Target sequence (Q9Y5X4 whole entry, looked up): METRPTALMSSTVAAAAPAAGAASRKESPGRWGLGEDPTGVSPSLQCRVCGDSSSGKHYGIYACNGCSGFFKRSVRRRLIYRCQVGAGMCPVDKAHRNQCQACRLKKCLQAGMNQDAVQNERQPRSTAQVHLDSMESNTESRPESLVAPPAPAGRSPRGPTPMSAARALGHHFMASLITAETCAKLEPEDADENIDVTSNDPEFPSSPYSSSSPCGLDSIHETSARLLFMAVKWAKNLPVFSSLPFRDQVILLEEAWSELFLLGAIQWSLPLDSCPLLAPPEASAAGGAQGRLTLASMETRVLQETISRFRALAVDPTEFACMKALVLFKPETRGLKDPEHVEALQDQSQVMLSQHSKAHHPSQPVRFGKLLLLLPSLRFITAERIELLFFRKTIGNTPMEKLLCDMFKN
#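 Material: NR2E3–RetCOR corepressor complex / Incubation: Compound–protein incubation for 5 h at 4 °C / Dosing: compound at 4.8 µM, single dose / Detection: time-resolved FRET / Benchmarks: high control biotin, low control 0.6% DMSO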
# TRPM1 prom inh: inhibitors of MITF-driven TRPM1 promoter in melanoma cells | SK-MEL-5 TRPM1 promoter luciferase, 24 h | inhibition, % at 12.5 µM | 330,000 compounds, 0.83% hits | AID 488899;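 active = mean inhibition across replicates of 60% or more, whatever share of single replicates reaches that level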; note: values of inactives mirror those of a sister screen read the other way
# Exocytosis inh: lytic granule exocytosis inhibition. 360,000 compounds, 0.66% hits. AID 651702. inhibition, % at 10 µM. TALL-104 LAMP-1 surface exposure, flow cytometry; cells stimulated with thapsigargin and PMA;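 active = inhibition above about 55%, limit read from the data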
# Peg3 promoter: reduces Peg3 promoter-driven luciferase expression in HeLa; HeLa PEG-Prom luciferase reporter, luminescence, overnight; AID 588405; inhibition, % at 20 µM; 360,000 compounds, 1.7% hits;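 active = inhibition of at least 50% at 20 µM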
# CaV13 FRET inh: Primary screen for inhibitors of IQ motif and Ca2+-dependent inactivation inhibitor domain binding in CACNA1D, Förster resonance energy transfer in living cells, …. 340,000 compounds, 0.098% hits. HEK cells, CFP/YFP FRET ICDI-IQ, plate reader, 10 min; percent FRET-ratio fall versus neutral wells. inhibition, % at 12.3 µM. AID 743397;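 active = mean replicate inhibition of at least 30% and at least 1% of replicates passing that level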;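 note: 0% = median of the neutral control wells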
# HIF-2a inh: blocks HIF-2a reporter activity; inhibition, % at 18.8 µM; 786-0 RCC cells HIF-2a reporter, luciferase luminescence, overnight; 360,000 compounds, 0.72% hits;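 active = inhibition of the luminescence signal of 40% or more relative to plate controls, in a single-dose primary screen at 18.75 µM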
# Vif inh: HIV Vif inhibition; HEK293T cells, Vif self-association by quenched fluorescence, imaging, 24 h; inhibition, % at 7.49 µM; 340,000 compounds, 0.35% hits; AID 602346; in the data active = inhibition above about 50%, passing the limit was not always enough; note: some results filed as inactive read as strong as hits
# NR2E3 ag-2: human photoreceptor-specific nuclear receptor agonism; CHO-S Gal4-NCOR/VP16-NR2E3 two-hybrid, luciferase; 360,000 compounds, 0.35% hits; Q9Y5X4; AID 602229; inhibition of corepressor binding, % at 3.98 µM;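 active = inhibition above the mean of all tested compounds plus 3 SD, cut at about 70% in these data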;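 note: 0% = DMSO with NR2E3 transfected cells and 100% = cells lacking NR2E3 construct; higher means lower luciferase signal from less NR2E3 corepressor binding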
# aDG glyco act: increases alpha dystroglycan glycosylation. Pro5-aDG cells, alpha-DG glycosylation AlphaScreen (IIH6); 0% Pro5, 100% B10-LARGE cell signal. activation, % at 10 µM. 360,000 compounds, 0.22% hits. AID 624168;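 active = activation of at least 8% versus controls, or a plate z-score of at least 8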;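 note: Pro5 are CHO cells carrying HIG-tagged alpha-DG that lacks glycosylation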
# The depositor's hits bear a star; / = no result given.
SMILES,PDI turbidity,iPSC survival up,NR2E3 ag-1,TRPM1 prom inh,Exocytosis inh,Peg3 promoter,CaV13 FRET inh,HIF-2a inh,Vif inh,NR2E3 ag-2,aDG glyco act
Cc1noc(/C=C/N(C)C)c1S(=O)(=O)N1CCC(C(=O)NC(C)(C)C)CC1,-6,-0.6,2,3,1,13,-3,-5,0,3,0.0
C[C@@H]1C[C@H]2[C@@H]3CCC4=CC(=O)C=C[C@]4(C)[C@@]3(F)[C@@H](O)C[C@]2(C)[C@@]1(O)C(=O)COP(=O)(O)O,-5,-1.0,-1,-16,-5,-7,-5,18,5,13,-0.4
Cc1ccc(/C=C/C(=O)OCC(=O)NCCc2ccc(S(N)(=O)=O)cc2)o1,2,-1.4,/,4,-11,2,-5,2,8,-10,0.1
CC(C)CS(=O)(=O)C1=NN2C(=N)/C(=C\c3ccc(OC(=O)c4ccco4)cc3)C(=O)N=C2S1,13,-0.4,4,5,-1,2,-6,-5,12,-32,-0.2
O=C(CNC(=O)c1ccccc1)OCc1nc2ccccc2s1,1,1.1,4,-13,5,-205,-4,-221,2,-69,0.1
Cc1nc(N(C)C2CCCCC2)c2nnn(Cc3ccc(F)cc3)c2n1,-9,3.2,/,/,-3,21,-15,21,-15,-6,-0.2
CC(C)[C@H](NC(N)=O)C(=O)Nc1ccc(F)c(Cl)c1,1,-0.3,4,6,-1,3,-6,15,6,11,0.0
CCOc1ccc(NC(=O)CN2CCN(CC(=O)Nc3ccc(Cl)c(C(F)(F)F)c3)CC2)cc1,3,-4.1,0,6,4,33,-8,11,-12,0,2.1
Cc1cc2c([nH]c3ccccc32)c(C)n1,0,0.5,-3,-6,1,7,0,-6,-2,-5,0.1
COc1cc2ccccc2cc1C(=O)NC1CCC(C)CC1 (stereo not given),-19,-3.7,/,-118,9,-297,-6,-267,-2,-75,1.3
O=C(O)CNC(=O)CCN1C(=O)c2ccccc2C1=O,-3,1.1,0,-3,2,0,-6,2,-6,-10,0.0
CCOC(=O)c1cc(C)sc1NC(=O)C(c1ccccc1)c1ccccc1,3,-0.2,3,-1,-14,19,-3,12,3,1,-0.4
Cc1ccc(Cn2c(SCC(=O)NCC3CCCO3)nc3ccsc3c2=O)cc1 (stereo not given),-4,0.0,-1,0,-1,-1,3,6,3,9,0.2
COC(=O)c1cc(-c2c(-c3ccc4c(c3)OCO4)noc2-c2ccsc2)cc([N+](=O)[O-])c1,-1,-6.7,0,-28,1,-85,15,-137,/,-31,-0.1
CC(C)(C)c1ccc(-n2ncc3c2CCCC3NC(=O)c2csnn2)cc1 (stereo not given),-7,-0.4,4,-1,3,23,-7,-2,-7,-42,1.3
CCCN(CC(=O)Nc1cc(C)on1)CC(=O)Nc1ccccc1C,-11,-1.2,1,6,0,20,-5,8,-3,5,0.1
CCN(CC)S(=O)(=O)c1ccc(N2CC(C(=O)NCCc3ccc(Cl)cc3)CC2=O)cc1 (stereo not given),-10,-0.4,3,7,2,0,-6,9,3,3,0.1
COc1ccc(NC(=O)COC(=O)c2ccc(S(=O)(=O)N3CC(C)CC(C)C3)cc2)cc1OC (stereo not given),-4,4.0,/,/,7,-9,-5,-4,0,2,-0.1
O=C(CCN1C(=O)/C(=C/c2ccc(F)cc2)SC1=S)N[C@@H](CO)Cc1ccccc1,-8,-0.4,2,-6,3,79*,-2,15,-17,0,1.7
Cc1cccn(Cc2c(F)cccc2Cl)c1=O,16,-0.7,-1,6,-1,15,-17,12,-7,-18,0.1
CCOc1ccccc1C(=O)NC(C(=O)OCC(=O)NNC(=O)c1cccs1)C(C)C (stereo not given),-2,2.9,/,/,1,-4,-6,12,0,-8,0.0
O=c1cc2c(c(-c3ccccc3)n1Cc1ccccc1)[C@@H](CCO)NC2,1,-0.3,/,1,-4,-11,-9,-3,/,-11,-0.2
O=S(=O)(c1ccc(Cl)s1)N1CCc2ccccc2C1,11,-0.3,1,5,9,3,-7,11,/,-3,0.0
COc1cccc(C(=O)Nc2c(C)n[nH]c2C)c1,0,-0.9,3,0,-5,16,-9,8,/,4,-0.1
Cc1ccc(-c2csc3ncnc(N4CCN(S(=O)(=O)c5ccc(C#N)cc5)CC4)c23)cc1,9,-2.5,/,/,-7,-1,-22,2,-3,-30,-0.1

# Next part; the last two above are carried over.
SMILES,PDI turbidity,iPSC survival up,NR2E3 ag-1,TRPM1 prom inh,Exocytosis inh,Peg3 promoter,CaV13 FRET inh,HIF-2a inh,Vif inh,NR2E3 ag-2,aDG glyco act
COc1cccc(C(=O)Nc2c(C)n[nH]c2C)c1,0,-0.9,3,0,-5,16,-9,8,/,4,-0.1
Cc1ccc(-c2csc3ncnc(N4CCN(S(=O)(=O)c5ccc(C#N)cc5)CC4)c23)cc1,9,-2.5,/,/,-7,-1,-22,2,-3,-30,-0.1
O=C(O)c1ccccc1-c1ccccc1C(=O)NCc1ccco1,-2,0.1,-2,8,1,-15,-5,3,7,-6,0.0
CCCCN(Cc1ccccc1)C1CCN(Cc2ccccc2)CC1,9,-0.4,1,10,68*,-4,-3,-1,-4,6,-0.1
Cc1ccc(S(=O)(=O)N2CCOC23CCN(C(=O)c2cc(Cl)ccc2Cl)CC3)cc1,2,-0.4,1,-4,-1,1,-3,20,-20,-5,0.0
COc1ccc(/C=C/C(=O)Nc2cccnc2Cl)cc1,-1,-0.5,-6,-88,-7,-288,-19,-220,-12,-73,0.1
O=C1C(Nc2ccc(O)cc2)=C/C(=N/S(=O)(=O)c2cccs2)c2ccccc21,-2,-4.6,/,108*,57*,106*,-4,40*,-4,103*,-0.7
CCC(=NCCc1c(C)[nH]c2ccc(OC(F)(F)F)cc12)C1=C(O)CC(c2ccccc2)CC1=O (stereo not given),3,0.6,-1,7,4,38,-4,28,-1,4,2.1
O=C(NC1CCCCC1)c1ccc2ccccc2c1,1,-2.2,/,/,0,-306,-17,-250,/,-127,0.2
O=c1c2c(-c3cccs3)csc2ncn1-c1ccc(Br)cc1,-3,0.0,-1,-1,-3,12,-3,20,4,-8,0.2
CCN(CC)S(=O)(=O)c1cc(NC(=O)c2n[nH]c(=O)c3ccccc23)ccc1C,2,1.9,3,-6,4,-9,-6,-25,-1,3,-0.1
CC1(C)OC(=O)C(=NNc2ccccc2C(=O)O)C(=O)O1,3,0.0,1,-3,-4,-1,1,8,1,14,0.0
Cc1cc(=O)c(C(=O)O)nn1-c1ccccc1Cl,5,0.7,3,-10,-1,-6,-6,1,4,-28,0.0
CC(C)(C)N(CC#CCC1(O)c2ccccc2-c2ccccc21)CCO,-1,0.1,1,-9,-5,0,-6,13,-3,-24,-0.3
Cc1cccc(C)c1NC(=O)COC(=O)c1cccc2c1C(=O)c1ccccc1C2=O,5,-1.4,-2,10,-4,20,-3,-62,2,-2,0.3
O=S1CC/C(=N\O)c2ccccc21 (stereo not given),7,4.5,0,1,-4,4,-4,8,-2,-12,0.0
CN(C)S(=O)(=O)c1ccc(C(=O)Nc2ccc(Cl)cc2)cc1,4,2.2,5,-36,6,-72,-6,-104,2,-50,-0.2
O=C1NC2(CCCCCC2)C(=O)N1Cc1ccccc1,1,-0.6,4,-5,2,14,-20,16,/,-53,0.1
COc1ccc(CC(=O)NNC(=O)CSc2nnc(Cc3ccc(OC)cc3)n2-c2ccccc2)cc1,1,0.3,1,11,8,4,-1,3,-2,-1,-0.2
Cc1csc(=O)n1CCC(=O)OCC(=O)Nc1cc([N+](=O)[O-])ccc1Cl,-6,-0.5,0,4,12,4,-4,-9,4,-11,0.1
O=C(CSCc1ccccc1)Nc1cccc(C(=O)Nc2ccc(C(=O)O)cc2)c1,0,-0.4,-1,-6,5,3,-4,16,2,-9,0.2
Cc1cccc(OCc2nnc(SCC(=O)Nc3cccc(C(=O)N4CCOCC4)c3)n2C)c1,-9,-3.1,2,-1,-5,9,-3,16,0,16,0.3
CC(C)(C)NC(=O)NC(=O)CN1CCc2ccccc21,17,0.3,2,1,0,11,3,3,0,-2,-0.3
CCCCCN(C(=O)COC(=O)COc1c(C)cc(C)cc1C)c1c(N)n(CCCC)c(=O)[nH]c1=O,-2,0.2,1,9,-2,1,-5,14,4,-16,-0.1
CCOc1ccc(-n2cc(C(=O)NCCOC)c3cc(OC)c(OC)cc3c2=O)cc1,-8,-0.2,-2,-2,3,16,-6,12,-3,-18,-0.1
COc1ccc(F)cc1S(=O)(=O)NCC(c1ccc2c(c1)OCO2)N1CCN(C)CC1 (stereo not given),6,-0.3,-4,-7,-11,-11,-4,9,-14,-11,0.0
Cc1nc(CS(=O)(=O)c2ccccc2)cc(N2CCN(c3ccccc3F)CC2)n1,0,3.2,-1,11,0,18,-5,7,-9,-9,-0.1
CCCc1noc(-c2cccc([N+](=O)[O-])c2)n1,-2,-0.3,1,-28,0,-71,-3,-23,0,-14,-0.1

# 5 entries from above, sorted by SMILES length, smallest number first:
SMILES,PDI turbidity,iPSC survival up,NR2E3 ag-1,TRPM1 prom inh,Exocytosis inh,Peg3 promoter,CaV13 FRET inh,HIF-2a inh,Vif inh,NR2E3 ag-2,aDG glyco act
O=C(O)CNC(=O)CCN1C(=O)c2ccccc2C1=O,-3,1.1,0,-3,2,0,-6,2,-6,-10,0.0
CN(C)S(=O)(=O)c1ccc(C(=O)Nc2ccc(Cl)cc2)cc1,4,2.2,5,-36,6,-72,-6,-104,2,-50,-0.2
CCOc1ccc(-n2cc(C(=O)NCCOC)c3cc(OC)c(OC)cc3c2=O)cc1,-8,-0.2,-2,-2,3,16,-6,12,-3,-18,-0.1
Cc1ccc(S(=O)(=O)N2CCOC23CCN(C(=O)c2cc(Cl)ccc2Cl)CC3)cc1,2,-0.4,1,-4,-1,1,-3,20,-20,-5,0.0
Cc1ccc(-c2csc3ncnc(N4CCN(S(=O)(=O)c5ccc(C#N)cc5)CC4)c23)cc1,9,-2.5,/,/,-7,-1,-22,2,-3,-30,-0.1

# Six compounds from above, ordered by their value in TRPM1 prom inh, falling:
compound	TRPM1 prom inh
Cc1nc(CS(=O)(=O)c2ccccc2)cc(N2CCN(c3ccccc3F)CC2)n1	11
CCCCCN(C(=O)COC(=O)COc1c(C)cc(C)cc1C)c1c(N)n(CCCC)c(=O)[nH]c1=O	9
Cc1ccc(/C=C/C(=O)OCC(=O)NCCc2ccc(S(N)(=O)=O)cc2)o1	4
Cc1cccc(OCc2nnc(SCC(=O)Nc3cccc(C(=O)N4CCOCC4)c3)n2C)c1	-1
CC1(C)OC(=O)C(=NNc2ccccc2C(=O)O)C(=O)O1	-3
O=C1NC2(CCCCCC2)C(=O)N1Cc1ccccc1	-5
